# Bioassay records deposited in PubChem by several laboratories.
# TNAP inh noacc: human TNAP enzyme inhibitors, primary screen, biochemical, luminescent, no phosphate acceptor, uHTS; Alkaline phosphatase, tissue-nonspecific isozyme (Homo sapiens), P05186; purified TNAP, CDP-star luminescence, 30 min; inhibition, % at 20 µM; 200,000 tested, 0.26% active; AID 1012, 2008;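 active = tissue-nonspecific alkaline phosphatase inhibition above about 50% at 20 µM in the single-dose screen, limit read from the data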;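 note: 0% = DMSO negative control and 100% = EDTA positive control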
# Target sequence (P05186 whole entry, looked up): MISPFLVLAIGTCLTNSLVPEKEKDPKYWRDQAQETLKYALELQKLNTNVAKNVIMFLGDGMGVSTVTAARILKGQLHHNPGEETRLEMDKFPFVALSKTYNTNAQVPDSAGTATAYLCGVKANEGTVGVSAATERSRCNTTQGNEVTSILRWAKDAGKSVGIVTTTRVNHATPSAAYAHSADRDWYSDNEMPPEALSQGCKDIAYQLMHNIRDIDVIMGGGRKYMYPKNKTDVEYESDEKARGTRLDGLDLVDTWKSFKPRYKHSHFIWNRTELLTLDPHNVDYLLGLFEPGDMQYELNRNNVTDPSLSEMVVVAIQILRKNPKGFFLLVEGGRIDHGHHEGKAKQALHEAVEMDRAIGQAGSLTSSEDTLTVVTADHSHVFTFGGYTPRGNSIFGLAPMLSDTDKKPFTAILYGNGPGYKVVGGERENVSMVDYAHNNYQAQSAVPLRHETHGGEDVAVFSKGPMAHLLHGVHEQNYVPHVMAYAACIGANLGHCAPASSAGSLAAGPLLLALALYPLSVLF
# bIAP inhibitor: bovine intestinal alkaline phosphatase inhibitors, primary screen, selectivity assay for TNAP inhibitor project, biochemical, bovine IAP, CDP-star luminescence; purified bovine IAP, 30 min; inhibition, % at 20 µM; 190,000 tested, under 10 active;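 active = over 50% inhibition of intestinal alkaline phosphatase at 20 µM in the single-dose screen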
#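 Incubation: 30 min reaction at room temperature / Material: purified bovine intestinal alkaline phosphatase (IAP) enzyme / Input: enzyme at 1/65,000,000 dilution / Dosing: 20 µM single dose / Signal: CDP-star luminescence signal / Reagent: CDP-star chemiluminescent phosphatase substrate, 30 µM final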
# TNAP act hiacc: TNAP activators at high phosphate acceptor level, primary screen, biochemical, luminescence, uHTS; purified TNAP, CDP-star luminescence, 1 M DEA, 30 min; hits give high values; 0 = EDTA background, 1 = DMSO-only activity; activation factor at 20 µM; 200,000 tested, under 10 active;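 active = activation factor at least 2 at 20 µM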
#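 Measured by: Luminescent substrate turnover signal | Test system: Human TNAP | Input: TNAP 1/800 final | Dosing: 20 µM single point | Schedule: 30 min, room temperature | Controls: EDTA wells as negative control, DMSO wells as positive control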
# bIAP activator: bovine intestinal alkaline phosphatase activators, primary screen, biochemical, bovine IAP, CDP-star luminescence; AID 1016, 2008; activation factor at 20 µM; purified bovine IAP, 30 min; hits give high values; fold of DMSO-control signal, blank-subtracted; alkaline phosphatase, intestinal [Bos taurus]; 200,000 tested, 0.17% active;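 active = activation factor of 2 or more at 20 µM, a signal rise over negative controls twice the positive control's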
# PPARg SRC2 recr: agonists of PPARg-SRC-2 recruitment, primary screen, biochemical, HTS; Peroxisome proliferator-activated receptor gamma (Homo sapiens), P37231; PPARgamma LBD-SRC-2 recruitment; activation, % at 8 µM; 200,000 tested, 0.34% active; AID 1032, 2008; in the data active = activation above about 22%;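 note: 0% = vehicle and 100% = reference agonist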
# Target sequence (P37231 whole entry, looked up, the tested form may be a part): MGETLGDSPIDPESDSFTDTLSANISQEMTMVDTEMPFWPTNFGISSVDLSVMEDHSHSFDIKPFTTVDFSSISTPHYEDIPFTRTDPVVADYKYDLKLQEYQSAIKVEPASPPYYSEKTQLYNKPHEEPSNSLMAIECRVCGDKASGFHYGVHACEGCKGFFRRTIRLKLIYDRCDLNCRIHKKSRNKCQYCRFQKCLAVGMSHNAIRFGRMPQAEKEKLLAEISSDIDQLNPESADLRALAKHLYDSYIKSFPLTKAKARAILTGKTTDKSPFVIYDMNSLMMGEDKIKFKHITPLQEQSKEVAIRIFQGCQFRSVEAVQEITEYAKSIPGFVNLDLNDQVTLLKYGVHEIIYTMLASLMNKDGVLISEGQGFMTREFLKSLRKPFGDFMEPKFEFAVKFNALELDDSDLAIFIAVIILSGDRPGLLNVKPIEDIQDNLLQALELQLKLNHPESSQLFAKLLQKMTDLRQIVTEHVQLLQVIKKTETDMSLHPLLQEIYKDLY
# PPARg SRC-3 ag: PPARgamma agonists recruiting SRC-3 coactivator, primary screen, biochemical; activation, % at 8 µM; Peroxisome proliferator-activated receptor gamma (Homo sapiens), P37231; biochemical PPARgamma/SRC-3 coactivator recruitment assay; 200,000 tested, 0.26% active; AID 731, 2007; in the data active = activation above about 23%;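 note: 0% = DMSO and 100% = reference agonist; some compounds past the cut are filed as inactive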
# PPARg SRC-1 ag: PPARgamma agonists recruiting SRC-1 coactivator, primary screen, biochemical; Peroxisome proliferator-activated receptor gamma (Homo sapiens), P37231; PPARgamma-SRC-1 coactivator recruitment biochemical assay; activation, % at 8 µM; 200,000 tested, 0.41% active; AID 631, 2007; in the data active = activation above about 19%;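 note: 0% = DMSO and 100% = reference agonist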
# SRC2 TRFRET art: TR-FRET signal artefacts, primary screen, artefact control for PPARgamma SRC-2 agonist project, biochemical; AID 1049, 2008; TR-FRET ratio at 8 µM; 200,000 tested, 0.4% active; TR-FRET artefact counter-screen; hits give high values; in the data active = TR-FRET ratio above about 2000; note: inactives centre near 1500
# Efa HMGR inh: inhibitors of E. faecalis class II HMGR, primary screen, biochemical, Enterococcus faecalis | HMG-CoA reductase (Enterococcus faecalis, mvaE) | purified E. faecalis HMGR, NADPH absorbance 340 nm kinetic | inhibition, % at 10 µM | 190,000 tested, 0.41% active;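 active = inhibition above a set limit, the median over all tested compounds plus 3 SD, cut at about 9.5% in these data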;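 note: enzyme runs in reverse so mevalonate oxidation gives rising NADPH absorbance; 0% = complete reaction with DMSO and 100% = background rate lacking mevalonate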
# TNAP inh hi DEA: human TNAP enzyme inhibitors, primary screen, biochemical, luminescent, high phosphate acceptor level, uHTS. Alkaline phosphatase, tissue-nonspecific isozyme (Homo sapiens), P05186. purified TNAP, CDP-star luminescence, 1 M DEA. inhibition, % at 20 µM. 200,000 tested, 0.03% active. AID 1135, 2008;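 active = over 50% inhibition of tissue-nonspecific alkaline phosphatase at 20 µM in the single-dose screen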;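 note: plate controls were DMSO wells for no effect and EDTA-quenched wells as full inhibition for full effect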
# * = called active by the depositor; nt = not tested or not shown.
compound	TNAP inh noacc	bIAP inhibitor	TNAP act hiacc	bIAP activator	PPARg SRC2 recr	PPARg SRC-3 ag	PPARg SRC-1 ag	SRC2 TRFRET art	Efa HMGR inh	TNAP inh hi DEA
O=C(Nc1ccccc1)c1ccc(CN2CCc3ccccc3C2)cc1	-7	7	1	0.9	9	5	2	1625	0	0
COc1cc(NC(=O)CN2CCC(Cc3ccccc3)CC2)c(C)cc1[N+](=O)[O-]	-10	3	1	1	-2	1	-5	1392	-3	0
Cc1ccc(C(=O)C2=C(O)C(=O)N(CCCN3CCOCC3)C23C(=O)N(C)c2ccccc23)o1 (stereo not given)	-20	6	1.1	0.9	-1	4	2	1590	-7	-6
COc1ccc(-n2nnnc2S(=O)(=O)Cc2ccc(C(=O)O)cc2)cc1	-6	9	1	0.9	6	12	-1	1624	2	0
CCNC(=O)n1cc(-n2cncn2)c(-c2ccc(Cl)cc2)n1	-11	-5	1	1	-1	2	7	1368	-5	-3
Cc1ccn2c(NC3CCCC3)c(-c3ccsc3)nc2c1	-48	9	1.1	0.9	9	5	6	1679	3	-6
O=C(N/N=C/c1ccncc1)NC1CCCCC1	-12	4	0.9	1	6	-2	-3	1828	3	6
CCOC(=O)CN(Cc1ccc(OC)c(OC)c1)S(=O)(=O)c1ccc(OC)cc1	-16	-4	1.1	1	-5	-4	-3	1244	0	-7
O=C(COC(=O)/C=C/c1ccccc1Cl)NCCc1ccc(Cl)cc1Cl	-7	12	1	0.9	6	6	6	1813	2	-3
CCNc1nc(NCC)n2c(SCC(=O)Nc3ccccc3[N+](=O)[O-])nnc2n1	-9	-2	1	1	-2	1	10	1466	-4	-3
Cc1ccc(S(=O)(=O)N2CCN(c3ccc(C(F)(F)F)cc3[N+](=O)[O-])CC2)cc1	-5	-7	1	1.1	3	2	4	1458	-9	1
Cc1cc2ccccn2c1C(=S)NC(=O)c1ccccc1	16	10	0.9	0.9	0	2	8	1533	-6	11
Cc1ccc(-c2n[nH]c(=S)n2/N=C/c2cc3c(cc2[N+](=O)[O-])OCO3)cc1	22	8	1.1	0.9	6	6	7	1698	-1	-9
Cn1nc(CC(=O)NC2CCCCCC2)c2ccccc2c1=O	-8	9	1	0.9	-5	-6	2	1420	-3	-4
O=C(Nc1ccn(Cc2ccccc2F)n1)c1ccc(COc2ccccc2Cl)cc1	-8	39	1	0.6	1	-4	-7	1599	-2	-4
c1cc(-c2nn[nH]n2)ccc1CN1CCCCC1	-1	-2	1	1	-4	2	-8	1650	-3	-4
Cc1ccn2c(NC3CCCC3)c(-c3ccncc3)nc2c1	-20	25	1	0.7	-4	-1	5	1658	-6	-5
CNC(=O)COC(=O)/C=C/c1cccs1	-9	-3	1	1	-4	-5	2	1380	-2	-2
CCC1Sc2ccccc2N(CC(=O)NCc2ccc3c(c2)OCO3)C1=O (stereo not given)	-17	11	1	0.9	5	-1	0	1678	-1	-4
COc1ccc(CC(=O)Nc2cccc(C(=O)Nc3cccc(C)c3)c2)cc1	-6	4	1	1	-1	-4	0	1720	0	-2
Fc1ccc(CSc2nnc(-c3cnccn3)n2Cc2ccco2)cc1	-4	8	1	0.9	-7	3	-6	1337	0	0
COc1cc(S(=O)(=O)NCc2ccncc2)c(OC)cc1Cl	-9	4	1	1	5	1	-2	1752	-3	-2
C=CCn1c(-c2ccc3[nH]c(C)c(C)c3c2)n[nH]c1=S	-8	20	1	0.8	-2	-12	-1	1546	-3	-2
CCc1ccc(C(=O)COC(=O)c2n[nH]c3ccccc23)cc1	1	1	1	1	5	3	2	1709	-3	0
CCCCC(=O)Nc1nc2ccc3nc(C)sc3c2s1	-3	-10	1	1.1	7	0	-4	1978*	-6	1

compound	TNAP inh noacc	bIAP inhibitor	TNAP act hiacc	bIAP activator	PPARg SRC2 recr	PPARg SRC-3 ag	PPARg SRC-1 ag	SRC2 TRFRET art	Efa HMGR inh	TNAP inh hi DEA
O=C(c1ccccc1F)N1CCC(O)(c2cccnc2)CC1	-12	15	1.1	0.8	2	-3	9	1553	4	-6
COc1ccc(N=C/C=C2/C=C(c3ccccc3)OC(C)(C)O2)cc1	8	17	0.9	0.8	2	-2	5	1670	-1	6
N#C/C(=C/c1cccc([N+](=O)[O-])c1)c1nnc2n1CCCCC2	4	nt	1	0.5	4	5	4	1516	-5	-2
COCCNS(=O)(=O)c1cc(C)c(C)cc1C	-7	5	1	0.9	2	6	-2	1635	-3	-4
COc1ccc2cc(C(=O)NC3CCCCC3)c(=O)oc2c1	-4	6	1	0.9	0	-3	2	1536	4	4
CNc1ccc(/C=C/C(=O)c2cccc3ccccc23)cc1[N+](=O)[O-]	8	4	0.9	1	18	6	5	1587	-8	9
CCOC(=O)N1CCC(Nc2c(NCCCN(CC)Cc3ccccc3)c(=O)c2=O)CC1	-15	-6	1	1.1	5	-4	4	1642	2	-2
CCCCNC(=O)N1CCN(S(C)(=O)=O)CC1	-6	-3	1	1	2	2	5	1645	-1	1
COc1ccc2c(c1)CC/C2=N\OC(=O)c1ccccc1OC	-18	6	1.1	0.9	-2	-7	-8	1538	0	-6
Cc1cccc(OCc2ccc(C(=O)Nc3ccc(F)cc3)cc2)c1	-13	-3	1	1	-1	-4	8	1561	1	3
CC1CC(C)(C)Nc2ccc(OC(=O)c3ccco3)cc21 (stereo not given)	-8	1	1	1	3	-1	-3	1532	nt	1
COc1cccc(NC(=O)CCCn2c(=O)[nH]c3ccccc3c2=O)c1	4	6	1	0.9	0	-3	-1	1548	0	-4
CCNc1nc(NCC)nc(ON=C(C)C)n1	-10	12	1	0.9	7	1	7	1687	0	-2
NC(=O)SCC(=O)Nc1ccc(Cl)cc1	-22	34	0.9	0.7	-1	10	4	1763	-5	7
CCOc1ccc(-c2nnc(SCC(=O)Nc3cc(C)on3)o2)cc1	-47	0	1	1	0	0	11	1765	0	-4
O=C(NCCc1ccccc1)c1cccc(N2C(=O)C3CC=CCC3C2=O)c1 (stereo not given)	-13	1	1.1	1	8	-1	2	1498	0	-6
CC(C)[C@H](NC(=O)c1ccccc1)C(=O)OCC(=O)N1CCCCCC1	-9	20	1	0.8	1	2	2	1609	-3	0
O=C(/C=C/c1ccc(Cl)cc1Cl)Nc1ccc(CN2CCOCC2)cc1	-9	18	1	0.8	4	1	12	1546	-1	-2
CCCC1=NN2C(=N)/C(=C\c3cc(C)n(-c4cccc(C)c4)c3C)C(=O)N=C2S1	-6	22	1	0.8	-1	-3	-10	1487	0	5
O=c1cc(-c2ccccc2F)nc(-c2ccccc2F)o1	-20	24	1	0.8	7	2	-6	1505	1	-3
CCOC(=O)C1CCN(C(=S)Nc2cccc(C)c2)CC1	-2	17	1.1	0.8	7	11	4	1666	0	-12
O=C(CSc1nnc(-c2ccccc2Cl)o1)Nc1ccccn1	-12	6	1.1	0.9	4	2	6	1431	-5	-6
C=CCn1c(CCNC(=O)c2ccccc2F)nnc1SCC(=O)Nc1nc(C)cs1	-8	11	1.1	0.9	8	10	1	1638	1	-5
CN=c1sc2ccccc2n1CC(O)COCc1ccco1 (stereo not given)	-9	6	1.1	0.9	6	14	1	1639	-4	-6
COC(=O)Cn1c(=NC(=O)c2cc(OC)c(OC)c(OC)c2)sc2cc(OC)ccc21	-8	19	1	0.8	0	8	4	1744	3	-4

# Reformatted with each value named: entries from further up.
CCNc1nc(NCC)nc(ON=C(C)C)n1
  TNAP inh noacc: -10 | bIAP inhibitor: 12 | TNAP act hiacc: 1 | bIAP activator: 0.9 | PPARg SRC2 recr: 7 | PPARg SRC-3 ag: 1 | PPARg SRC-1 ag: 7 | SRC2 TRFRET art: 1687 | Efa HMGR inh: 0 | TNAP inh hi DEA: -2

NC(=O)SCC(=O)Nc1ccc(Cl)cc1
  TNAP inh noacc: -22 | bIAP inhibitor: 34 | TNAP act hiacc: 0.9 | bIAP activator: 0.7 | PPARg SRC2 recr: -1 | PPARg SRC-3 ag: 10 | PPARg SRC-1 ag: 4 | SRC2 TRFRET art: 1763 | Efa HMGR inh: -5 | TNAP inh hi DEA: 7

# Additional entries:
compound	TNAP inh noacc	bIAP inhibitor	TNAP act hiacc	bIAP activator	PPARg SRC2 recr	PPARg SRC-3 ag	PPARg SRC-1 ag	SRC2 TRFRET art	Efa HMGR inh	TNAP inh hi DEA
COc1cc(NC(=O)COc2ccccc2[N+](=O)[O-])ccc1NC(=O)c1cccs1	-3	7	1	0.9	0	2	2	1757	-1	-2
Cc1nnc(SCC(=O)NCCc2ccccc2)s1	-6	-1	1	1	8	-3	3	1557	0	-3
Cc1nn(Cc2ccc(F)cc2)c(C)c1NC(=O)c1cc2ncc(Br)cn2n1	-12	-5	1.1	1	2	1	1	1628	0	-6
O=C(CC1SC(=O)N(Cc2cccc3ccccc23)C1=O)Nc1nccs1 (stereo not given)	-8	-5	1	1	7	13	9	1626	0	-4
CN(C)S(=O)(=O)c1ccc(N2CCCC2)c(C(=O)NCC2CCCCC2)c1	-15	-22	1	1.2	-5	-8	0	1259	-4	-4
CC(C)(C)c1ccc(S(=O)(=O)NCc2ccc(C(=O)N3CCOCC3)cc2)cc1	-29	0	1.1	1	-1	-4	6	1342	-6	-9

# By substructure: the compounds so far containing fluorine
compound	TNAP inh noacc	bIAP inhibitor	TNAP act hiacc	bIAP activator	PPARg SRC2 recr	PPARg SRC-3 ag	PPARg SRC-1 ag	SRC2 TRFRET art	Efa HMGR inh	TNAP inh hi DEA
Cc1ccc(S(=O)(=O)N2CCN(c3ccc(C(F)(F)F)cc3[N+](=O)[O-])CC2)cc1	-5	-7	1	1.1	3	2	4	1458	-9	1
O=C(Nc1ccn(Cc2ccccc2F)n1)c1ccc(COc2ccccc2Cl)cc1	-8	39	1	0.6	1	-4	-7	1599	-2	-4
Fc1ccc(CSc2nnc(-c3cnccn3)n2Cc2ccco2)cc1	-4	8	1	0.9	-7	3	-6	1337	0	0
O=C(c1ccccc1F)N1CCC(O)(c2cccnc2)CC1	-12	15	1.1	0.8	2	-3	9	1553	4	-6
Cc1cccc(OCc2ccc(C(=O)Nc3ccc(F)cc3)cc2)c1	-13	-3	1	1	-1	-4	8	1561	1	3
O=c1cc(-c2ccccc2F)nc(-c2ccccc2F)o1	-20	24	1	0.8	7	2	-6	1505	1	-3
C=CCn1c(CCNC(=O)c2ccccc2F)nnc1SCC(=O)Nc1nc(C)cs1	-8	11	1.1	0.9	8	10	1	1638	1	-5
Cc1nn(Cc2ccc(F)cc2)c(C)c1NC(=O)c1cc2ncc(Br)cn2n1	-12	-5	1.1	1	2	1	1	1628	0	-6
